Bioassay records: PubChem, National Center for Advancing Translational Sciences (NCATS)
EPAC1 ag: qHTS for Agonist of cAMP-regulated guanine nucleotide exchange factor 3 (EPAC1): primary screen; hit rate 0.073% among 360,000; EPAC1 agonist qHTS, biochemical assay; response scale: 100% = response to 6.5 mM cAMP; Potency, µM (top dose mostly 154 µM), without a hit: top-dose activation, actives largely listed as activators; further: nearly all actives have a fitted effect of over 60% in size
Target sequence (O95398 whole entry, looked up): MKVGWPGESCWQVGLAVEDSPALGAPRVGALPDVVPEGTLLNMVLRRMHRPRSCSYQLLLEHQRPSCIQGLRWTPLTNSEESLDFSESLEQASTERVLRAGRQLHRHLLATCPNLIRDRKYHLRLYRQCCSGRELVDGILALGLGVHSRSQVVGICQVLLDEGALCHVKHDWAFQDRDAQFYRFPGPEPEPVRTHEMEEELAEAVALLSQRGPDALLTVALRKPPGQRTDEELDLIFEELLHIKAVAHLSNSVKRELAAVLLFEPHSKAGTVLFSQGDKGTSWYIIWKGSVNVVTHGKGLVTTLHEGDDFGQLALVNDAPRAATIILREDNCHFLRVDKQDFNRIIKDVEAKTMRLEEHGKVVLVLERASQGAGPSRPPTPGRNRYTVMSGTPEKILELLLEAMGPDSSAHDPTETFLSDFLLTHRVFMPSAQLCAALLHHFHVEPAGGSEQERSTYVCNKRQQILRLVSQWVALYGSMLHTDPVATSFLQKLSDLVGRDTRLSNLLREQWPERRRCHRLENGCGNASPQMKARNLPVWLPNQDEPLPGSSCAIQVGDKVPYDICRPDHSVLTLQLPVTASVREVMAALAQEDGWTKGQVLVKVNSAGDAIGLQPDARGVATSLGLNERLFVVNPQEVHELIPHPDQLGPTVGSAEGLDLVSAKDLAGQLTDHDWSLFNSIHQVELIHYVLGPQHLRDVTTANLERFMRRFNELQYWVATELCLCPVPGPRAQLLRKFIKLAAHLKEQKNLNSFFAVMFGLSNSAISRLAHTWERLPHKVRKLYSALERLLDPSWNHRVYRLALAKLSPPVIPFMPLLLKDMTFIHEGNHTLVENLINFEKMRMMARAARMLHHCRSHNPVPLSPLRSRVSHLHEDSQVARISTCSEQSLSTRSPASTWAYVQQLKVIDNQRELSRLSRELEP
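Compounds were pinned as a concentration titration into mixtures of EPAC1 (100 nM), BODIPY-GDP-loaded Rap1B (250 nM) and GDP (50 uM). After 5 min at room temperature, fluorescence was followed for 30 min; activity was scaled to 6.5 mM cAMP.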
FUS suppressor: qHTS for Suppressors of FUS Proteinopathy: Primary screen using FUS-linked yeast assay; S. cerevisiae FUS-expressing, growth rescue, OD600, 24 h; Potency, µM (series often up to 76.6 µM), inactives show at the highest dose growth rescue (activation), actives largely listed as activators; hit rate 0.24% among 390,000; AID 1347120, 2019;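 further: plate controls were DMSO vehicle for no effect and reference control for full effect; nearly all actives have a fitted effect of over 55% in size; some results filed as inactive show a strong effect at the top dose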
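S. cerevisiae expressing FUS from galactose induction served as the toxicity model. Growth after 24hr at 30C, read as absorbance at 600 nm, indicates suppression of toxicity; compounds dosed at several concentrations.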
PTHR1 agonist: qHTS for PTHR1 Agonists: Primary Screen; Parathyroid hormone/parathyroid hormone-related peptide receptor (Homo sapiens), Q03431; HEK293 GP2 PTHR1 cells, GloSensor cAMP luminescence, 1 h; Potency, µM (doses to about 115 µM), inactives show at the top dose activation, actives largely listed as activators; hit rate 0.075% among 410,000; further: nearly all actives have a fitted effect of over 55% in size; some results filed as inactive show a strong effect at the top dose; inactives centre near -15; many of its hits are not listed in these tables
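HEK-293-derived GP2 cells expressing PTHR1 and a GloSensor cAMP reporter, 3,000/well, plated overnight, given luciferin plus IBMX (each 0.5 mM as added) for 1 h at 37 °C, then compound for 1 h at 37 °C. Luminescence was read after 15 min at room temperature.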
EPAC1 antag: qHTS for Antagonist of cAMP-regulated guanine nucleotide exchange factor 3 (EPAC1): primary screen; Potency, µM (highest dose often 115 µM), for the others: at the highest dose activity change, negative = inhibition, hits mostly inhibitors; AID 720709, 2013; EPAC1 GEF assay, Rap1b-BODIPY-GDP exchange fluorescence; hit rate 0.14% among 360,000;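 further: plate controls were vehicle for no effect and positive control for full effect; nearly all actives have a fitted effect of over 50% in size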
TDP43 rescue: qHTS of TDP-43 Inhibitors; TDP-43 expressing yeast growth rescue, BacTiter-Glo, 24 h; hit rate 1.8% among 410,000; Potency, µM (titrated, usually from 46.1 µM), inactives show top-dose growth rescue (activation), most hits filed as activators; further: % of control where 0% means no effect; nearly all actives have a fitted effect of over 50% in size
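Yeast expressing TDP-43 (pregrown in raffinose, seeded at OD600=0.02 in galactose medium) exposed to compounds 24 hr at 30 deg C. Growth read by BacTiter-Glo luminescence; rescue of toxicity appears as increased signal.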
EPAC2 ag: qHTS for Agonist of cAMP-regulated guanine nucleotide exchange factor 4 (EPAC2): primary screen | Rap guanine nucleotide exchange factor 4 (Homo sapiens), Q8WZA2 | EPAC2 activation, biochemical qHTS; response scale: 100% = 6.5 mM cAMP response | Potency, µM (titrated, usually from 154 µM), without a hit: at the highest dose activation, usual class: activators | hit rate 0.079% among 360,000 | AID 720711, 2013; further: nearly all actives have a fitted effect of over 50% in size
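Guanine nucleotide exchange by EPAC2 is measured as reduced fluorescence of BODIPY-GDP once it is released from 250 nM Rap1B. Plates are read kinetically for 30 min at room temperature; results are scaled to 6.5 mM cAMP.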
EPAC2 antagonist: qHTS for Antagonist of cAMP-regulated guanine nucleotide exchange factor 2 (EPAC2): primary screen; Rap guanine nucleotide exchange factor 4 (Homo sapiens), Q8WZA2; EPAC2 GEF exchange of Rap1B-BODIPY-GDP, fluorescence; Potency, µM (highest dose often 114 µM), without a hit: top-dose activity, negative = inhibition, most hits filed as inhibitors; hit rate 0.18% among 360,000; AID 720708, 2013; further: on the % scale 0 is the no-effect control and ±100 the full control effect; nearly all actives have a fitted effect of over 45% in size; many of its hits are not listed in these tables
aSyn rescue: qHTS of alpha-syn Inhibitors | hit rate 0.14% among 370,000 | Yeast expressing alpha-synuclein, growth rescue, BacTiter-Glo, 24 h | Potency, µM (doses to about 46.1 µM), inactives show top-dose growth rescue (activation), actives largely listed as activators; further: % of control where 0% means no effect; nearly all actives have a fitted effect of over 65% in size
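Galactose-induced alpha-syn yeast (OD600=0.02, raffinose-pregrown) + pinned cpd, 24 hr, 30 deg C; growth by BacTiter-Glo luminescence. Growth restoration scores as activation.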
* = called active by the depositor; i = inactive; ? = inconclusive; / = no result given; & = joins results of further samples; [ ] = remark or other dose. The call rests on the fitted dose curve; in most records, active means well fitted curve in the direction sought with a large enough effect; inconclusive means small, poorly fitted or top-dose-only effect, or another doubt; inactive means no such curve, though single readings can be large; an effect the other way counts as inactive or inconclusive. Potency means the concentration at half of the fitted maximal effect. Some of the compounds tested; rates above refer to the full screens.

SMILES	EPAC1 ag	FUS suppressor	PTHR1 agonist	EPAC1 antag	TDP43 rescue	EPAC2 ag	EPAC2 antagonist	aSyn rescue
COc1cc2c(cc1OC)-c1c(OC)c(OC)c(OC)c3ccnc(c13)C2=O	-17%	-4%	-12%	7%	20%	2%	4%	0%
Cc1ccc(-n2c(C)nc3cc(Cl)ccc3c2=O)nc1	-2%	18%	-47%[inhibitor]	0%	10%	1%	-1%	3%
CCCc1c(C)nc(-c2ccc(C)cc2)nc1OC(=O)N(C)C	3%	15%	i	0%	-6%	9%	-9%	-7%
O=C(N/N=C/c1c(O)n(CCC2=CCCCC2)c(=O)[nH]c1=O)c1ccccc1	3%	/	12%	?	1%	1%	-6%	-8%
CN(C)P(=NC(=S)c1cccn1C)(N(C)C)N(C)C	15%	30%	-2%[57.5 µM]	6%	-14%	14%	-6%	-13%
CCNC(=O)NC(=O)C(C)OC(=O)c1c(C)nn(Cc2ccccc2Cl)c1Cl (configuration not stated)	-19%	24%	-14%	-22%	4%	-9%	0%	5%
CC1CN(C(=O)CCC(=O)N2CCC3(CC2)OCCO3)c2cc(Cl)ccc2O1 (configuration not stated)	-1%	-8%	18%	-14%	1%	1%	-8%	-1%
CCCOC(=O)c1ccccc1C(=O)OCCC	-5%	-3%	i	6%	2%	1%	?	3%
CC1NCCC2(O)CCCCC12 (configuration not stated)	-8%	-23%	28%	-11%	-5%	11%	14%	-13%
CCN(CC)N=O	3%	-32%	-5%	-1%	0%	0%	-14%	-22%
C=CCNC(=S)N1Cc2cc(Br)ccc2-n2nncc2C1	-6%	-18%	0%	-13%	18%	2%	-14%	-1%
Cc1nn(Cc2c(Cl)cccc2Cl)c(Cl)c1C(=O)O	-1%	-34%	-22%	-9%	0%	-1%	-5%	4%
COc1ccccc1NC(=O)Oc1cccc(OC(=O)c2ccccc2)c1	11%	-30%	i	4%	?	13%	4%	1%
O=[N+]([O-])c1ccc(N2CCNCC2)cc1NCC1CCCO1 (configuration not stated)	4%	19%	i	5%	-6%	-5%	1%	-2%
O=C(O)Cn1cc(C(=O)c2ccccc2)c2ccccc21	9%	29%	i	12%	-6%	-1%	5%	-23%
COc1ccc(C(=O)N2C[C@H]3C[C@@H](C2)c2cccc(=O)n2C3)cc1OC	-5%	-10%	i	-3%	15%	7%	0%	-5%
O=C(Nc1nc(-c2ccccc2)c(-c2ccccc2)s1)c1ccc(S(=O)(=O)N(CCCl)CCCl)cc1	9%	/	i	12%	0%	5%	-2%	5%
CCC(C(=O)Nc1ccc(Cl)cc1)N1CCCC1=O (configuration not stated)	5%	-16%	i	0%	8%	8%	4%	-4%
CCOc1ccc(Cl)cc1CNCCc1ccccc1F	6%	13%	i	-23%	-25%	15%	-1%	-1%
CC(c1ccccc1)n1cncc1C(=O)O (configuration not stated)	10%	10%	i	-2%	-4%	-9%	2%	1%
CCC(=O)CC(c1ccccc1)c1c(O)c2ccccc2sc1=O (configuration not stated)	-9%	21%	i	10%	25µM*	3%	-5%	-17%
Nc1ccc(S(=O)(=O)N2CC3CC(C2)c2cccc(=O)n2C3)cc1 (configuration not stated)	-23%	-20%	-21%	2%	23%	-4%	-5%	0%
CCN1CCN(C(=O)Cc2ccc(C)cc2)CC1	1%	-17%	-51%	-18%	17%	9%	3%	1%
C=CCNc1nnc(Sc2ncccc2[N+](=O)[O-])s1	-26%	6%	-33%[inhibitor]	-13%	?	-4%	1%	1%
O=P(NC1CCCCC1)(Oc1ccccc1)Oc1ccccc1	5%	5%	i	3%	8%	-5%	-10%	0%
COc1cc(OC)c(C=O)c(OC(=O)N(C)C)c1	-12%	-13%	-18%	8%	14%	-11%	-10%	9%
C=CCn1c(O)c(C(C)=NCCCO)c(=O)[nH]c1=O	0%	23%	0%[57.5 µM]	11%	1%	3%	10%	1%
CCN(CC)c1ccc(CNCCc2ccccc2F)cc1	7%	9%	i	-7%	9%	6%	2%	1%
CCCCn1c(O)c(C=Nc2c(C)n(C)n(-c3ccccc3)c2=O)c(=O)[nH]c1=O	10%	-20%	i	-5%	8%	5%	-4%	0%
Clc1ccc(C[n+]2c(-c3ccccc3)cc(-c3ccccc3)cc2-c2ccccc2)cc1	2%	-3%	-35%[inhibitor]	-2%	-4%	5%	2%	-20%
COC(=O)C1=C(c2ccc(F)cc2OCc2ccccc2)C[C@@H]2CC[C@H]1N2C(=O)NCc1cccc(C(F)(F)F)c1	-15%	30%	-14%	-6%	3%	5%	-15%	-4%
CCC(C)N1Cc2ccccc2C1=N (configuration not stated)	9%	0%	-21%[57.5 µM]	-7%	8%	10%	0%	0%
Cc1nn(C2CCOC(C)(C)C2)c2c1C(c1ccc(OC(C)C)cc1)SCC(=O)N2 (configuration not stated)	-2%	?	7%[57.5 µM]	10%	0%	-7%	10%	-1%
c1ccc2c(c1)CNc1ccccc1O2	5%	-16%	i	-3%	5%	0%[15.6 µM]	-15%	5%
Cc1cccc(NC(=O)OC2CN3CCC2CC3)c1 (configuration not stated)	-2%	0%	i	3%	-26%	-2%	7%	0%
CC(=O)N1N=C2C3CCN(CC3)C2C1c1cccc2ccccc12 (configuration not stated)	3%	-22%	i	-4%	-4%	1%	6%	2%
Cc1cccc(N2C(=O)NC(=O)/C(=C\c3cccn3-c3ccc(Cl)cc3)C2=O)c1	-5%	34%	-20%[57.5 µM]	?	-28%	-4%	16%[57.1 µM]	-6%
NS(=O)(=O)c1ccc(N=Nc2c(O)[nH]c(=S)[nH]c2=O)cc1	-3%	13%	4%	-6%	9%	2%	-6%	11%
O=C(C[n+]1ccn(CCCNP2(=O)C=C(c3ccccc3)OC(c3ccccc3)=C2)c1)c1ccccc1	1%	-11%	?	-29%	-4%	1%	-6%	0%
COc1ccccc1OC(C)C(=O)N1CCC(Cc2ccccc2)CC1 (configuration not stated)	8%	38%	i	1%	-22%	9%	-11%	7%
CCCCC1C(=O)NC(=S)N(C)C1=O (configuration not stated)	2%	/	i	-8%	0%	1%	10%	-9%
CC(OC(=O)c1cn(C)c2ccccc12)C(=O)N1CCCC1 (configuration not stated)	8%	/	10%	-6%	-8%	4%	-7%	12%
OC1(c2ccc(Cl)cc2)CCN(Cc2c[nH]c3ccccc23)CC1	-6%	-20%	i	-11%	?	8%	7%	2%&8%
O=C(O)c1ccccc1Nc1cccc(C(F)(F)F)c1	-26%	-27%	-21%	-10%	-41%[inhibitor]	-5%	0%	-33%[inhibitor]
CC/C(=N\NC(=O)c1ccccc1Cl)c1c(O)n(C2CCCCC2)c(=O)[nH]c1=O	3%	-8%	-14%	-3%	3%	8%	-6%	-11%
Cc1cccc(N2CCN(C(=O)CCNS(=O)(=O)c3ccc4c(c3)oc(=O)n4C)CC2)c1C	7%	-17%	-50%[inhibitor]	0%	11%	3%	-2%	1%
COC(=O)C1=C(c2cccc(OC)c2OC)C[C@@H]2CC[C@H]1N2C(=O)NCCO	-9%	-12%	?	15%	-9%	-3%	-2%	13%
C=C[C@]1(C)C[C@H]1[C@H](NP(=O)(c1ccccc1)c1ccccc1)c1ccccc1	4%	7%	-4%	11%	3%	6%	?	5%
COC(=O)C1(F)C(=O)NC(=O)NC1O (configuration not stated)	16%[76.9 µM]	-9%	-18%[57.5 µM]	-8%[57.5 µM]	8%	3%	-9%[57.1 µM]	/
CC(=O)c1ccc(NC2=NCCCS2)cc1	11%	0%	i	-4%	-10%	11%	1%	4%
COC(=O)C1=C(c2cccc(C#N)c2)C[C@@H]2CC[C@H]1N2C(=O)NCCCOC(C)C	1%	-18%	-21%	1%	0%	6%	21%	-3%

Compounds shown so far that have a carbonyl joined to an NH by a bond outside any ring (10):
SMILES	EPAC1 ag	FUS suppressor	PTHR1 agonist	EPAC1 antag	TDP43 rescue	EPAC2 ag	EPAC2 antagonist	aSyn rescue
O=C(N/N=C/c1c(O)n(CCC2=CCCCC2)c(=O)[nH]c1=O)c1ccccc1	3%	/	12%	?	1%	1%	-6%	-8%
CCNC(=O)NC(=O)C(C)OC(=O)c1c(C)nn(Cc2ccccc2Cl)c1Cl (configuration not stated)	-19%	24%	-14%	-22%	4%	-9%	0%	5%
COc1ccccc1NC(=O)Oc1cccc(OC(=O)c2ccccc2)c1	11%	-30%	i	4%	?	13%	4%	1%
O=C(Nc1nc(-c2ccccc2)c(-c2ccccc2)s1)c1ccc(S(=O)(=O)N(CCCl)CCCl)cc1	9%	/	i	12%	0%	5%	-2%	5%
CCC(C(=O)Nc1ccc(Cl)cc1)N1CCCC1=O (configuration not stated)	5%	-16%	i	0%	8%	8%	4%	-4%
COC(=O)C1=C(c2ccc(F)cc2OCc2ccccc2)C[C@@H]2CC[C@H]1N2C(=O)NCc1cccc(C(F)(F)F)c1	-15%	30%	-14%	-6%	3%	5%	-15%	-4%
Cc1cccc(NC(=O)OC2CN3CCC2CC3)c1 (configuration not stated)	-2%	0%	i	3%	-26%	-2%	7%	0%
CC/C(=N\NC(=O)c1ccccc1Cl)c1c(O)n(C2CCCCC2)c(=O)[nH]c1=O	3%	-8%	-14%	-3%	3%	8%	-6%	-11%
COC(=O)C1=C(c2cccc(OC)c2OC)C[C@@H]2CC[C@H]1N2C(=O)NCCO	-9%	-12%	?	15%	-9%	-3%	-2%	13%
COC(=O)C1=C(c2cccc(C#N)c2)C[C@@H]2CC[C@H]1N2C(=O)NCCCOC(C)C	1%	-18%	-21%	1%	0%	6%	21%	-3%
